Source: PubChem (several laboratories)
MEKK2mut PB1 HTS – MEK5 binding signal on mutant MEKK2 PB1, primary screen, biochemical, multiplex bead flow cytometry, Alexa488-MEK5 | Alexa488-MEK5 binding to MEKK2 mutant | percent response, % at 10 µM | hit rate 0.35% among 290,000 | AID 1530, 2009; in the data active = percent response above about 24%, passing the limit was not always enough; also: inactives centre near 1; some results filed as inactive read as strong as hits; reference of the scale not given here
IDE cell activ – human IDE activators in live cells, primary screen, fluorescence polarization, HEK cells, FAbeta-B substrate; FAbeta-B cleavage; 0% vehicle, 100% cell-free pure enzyme wells; activation, % at 5.96 µM; hit rate 0.073% among 340,000; AID 493087, 2011;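 active = activation above the mean of all tested compounds plus 3 SD, set per screening campaign, cut at about 17% in these data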
Target sequence (P14735 whole entry, looked up): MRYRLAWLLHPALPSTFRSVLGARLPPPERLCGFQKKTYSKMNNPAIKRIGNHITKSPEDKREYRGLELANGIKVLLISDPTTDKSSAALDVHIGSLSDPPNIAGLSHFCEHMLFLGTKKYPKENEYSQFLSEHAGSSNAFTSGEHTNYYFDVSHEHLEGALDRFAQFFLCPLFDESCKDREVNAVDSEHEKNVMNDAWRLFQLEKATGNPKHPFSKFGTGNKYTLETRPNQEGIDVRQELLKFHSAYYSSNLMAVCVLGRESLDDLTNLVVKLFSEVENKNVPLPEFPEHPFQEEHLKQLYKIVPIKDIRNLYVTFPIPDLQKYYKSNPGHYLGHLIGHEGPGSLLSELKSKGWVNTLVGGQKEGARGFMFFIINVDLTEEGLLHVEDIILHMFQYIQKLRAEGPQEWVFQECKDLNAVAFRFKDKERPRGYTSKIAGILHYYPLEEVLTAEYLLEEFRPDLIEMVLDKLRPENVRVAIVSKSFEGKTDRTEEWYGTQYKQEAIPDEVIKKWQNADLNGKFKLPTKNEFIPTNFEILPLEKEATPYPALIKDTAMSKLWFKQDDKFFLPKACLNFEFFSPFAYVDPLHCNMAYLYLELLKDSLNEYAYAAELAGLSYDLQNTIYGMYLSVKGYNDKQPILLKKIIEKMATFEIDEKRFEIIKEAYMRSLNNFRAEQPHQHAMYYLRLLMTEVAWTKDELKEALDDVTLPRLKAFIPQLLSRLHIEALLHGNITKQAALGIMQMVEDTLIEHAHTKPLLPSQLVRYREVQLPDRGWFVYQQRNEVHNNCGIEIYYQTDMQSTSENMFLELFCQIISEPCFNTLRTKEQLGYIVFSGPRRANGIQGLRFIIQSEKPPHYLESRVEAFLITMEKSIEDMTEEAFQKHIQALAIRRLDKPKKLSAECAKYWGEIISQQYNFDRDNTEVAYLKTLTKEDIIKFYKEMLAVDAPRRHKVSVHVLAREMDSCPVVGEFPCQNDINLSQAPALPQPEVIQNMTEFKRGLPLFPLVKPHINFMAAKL
IDE inh – human IDE inhibitors in live cells, primary screen, fluorescence polarization, HEK cells, FAbetaB substrate; FAbetaB cleavage; inhibition, % at 5.59 µM; Insulin-degrading enzyme (Homo sapiens), P14735; hit rate 0.41% among 320,000;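 active = percent inhibition above the average of all tested compounds plus 3 SD, set per screening campaign, cut at about 16% in these data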;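 also: IDE supplied by intact live HEK cells; FP after avidin binding of uncleaved biotin substrate so inhibition keeps polarization high; 0% = DMSO wells and 100% = 60 µM reference IDE inhibitor Ii1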
MEKK2wt PB1 HTS – modulators of MEK5 binding to wildtype MEKK2, primary screen, biochemical, multiplex bead flow cytometry, Alexa488-MEK5; Alexa488-MEK5 binding to MEKK2 WT; actives lie on both sides; hit rate 1.1% among 290,000; binding response (% of control), % at 10 µM; AID 1531, 2009; in the data active = binding response below about 67% or above about 130%; inconclusive = no clear call, values can overlap the other calls; inactive = in between
PfM18AAP inh – PfM18AAP inhibitors, malaria aminopeptidase, primary screen, biochemical, QFRET, recombinant enzyme. M18 aspartyl aminopeptidase (Plasmodium falciparum 3D7). H-Glu-NHMec fluorogenic cleavage. inhibition, % at 7.35 µM. hit rate 1.2% among 290,000;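 active = inhibition above the campaign mean inhibition over all tested compounds plus 3 SD, cut at about 28% in these data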;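 also: 0% = plate median of test compound wells and 100% = 2 mM ZnCl2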
MEKK3 PB1 HTS – modulators of MEKK3-MEK5 PB1 binding, primary screen, biochemical, wildtype MEKK3, multiplex bead flow cytometry, Alexa488-MEK5 | binding response (% of control), % at 10 µM | hit rate 1.4% among 290,000 | bead-based flow cytometry, Alexa488-MEK5 binding to MEKK3; actives lie on both sides; 0 = blocked by unlabeled MEK5, 100 = vehicle;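 active = binding response more than 3 SD above or below the average of its plate-row segment, actives on both sides; inconclusive = wells at one plate position flagged as instrument error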;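 also: Alexa488 bead fluorescence after subtracting the streptavidin-only scavenger bead signal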
UBC9 SUMO inh – inhibitors of in vitro SUMOylation cascade, primary screen, biochemical, HTRF, uHTS; SUMO-conjugating enzyme UBC9 (Homo sapiens), P63279; HTRF SUMOylation assay, SAE1/SAE2 + UBC9; inhibition, % at 35 µM; hit rate 0.36% among 290,000; in the data active = inhibition above about 50%, passing the limit was not always enough; inconclusive = no clear call, values can overlap the other calls; also: strong numbers were not always called active
p-CIP stab down – p/CIP-EGFP fusion destabilizers, primary screen, fluorescence, F442A cells | hit rate 0.01% among 290,000 | AID 1984, 2009 | decrease of EGFP signal, % at 10 µM | 16 h | Q05BA5;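 active = EGFP signal decrease of at least 30% at 10 µM or well 3 SD below plate mean, unless failing retest; inactive = the rest, including hits failing retest or dose response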; also: some compounds called inactive have numbers as strong as hits; many of its hits are not listed in these tables
NALP1 yeast inh – NALP1 inflammasome inhibitors in reconstituted yeast, colorimetric, S. cerevisiae, triplicate retest; S. cerevisiae NALP1/ASC/caspase-1 growth, X-gal OD620, 72 h; inhibition, % at 10 µM; hit rate 0.61% among 280,000; in the data active = inhibition mostly above about 24%, no sharp cut-off; inactive = mostly below about 32%; also: some compounds called inactive have numbers as strong as hits
* hit, by the source's call; ? = inconclusive; nt = no result given. A portion of the library, so the mix of outcomes need not match the whole.

SMILES | MEKK2mut PB1 HTS | IDE cell activ | IDE inh | MEKK2wt PB1 HTS | PfM18AAP inh | MEKK3 PB1 HTS | UBC9 SUMO inh | p-CIP stab down | NALP1 yeast inh
COC(=O)c1c(NC(=O)CC2Nc3cc(C)c(C)cc3NC2=O)sc(C)c1C (stereo unspecified) | 9 | 4 | -1 | 95 | 18 | 100 | 14 | -13 | 10
Cc1ccccc1C(=O)c1cccn1CC(=O)NCC1CCCO1 (stereo unspecified) | 0 | -1 | 1 | 99 | -4 | 101 | 17 | -12 | -15
NS(=O)(=O)c1ccc(N/N=C/c2ccc(O)c(O)c2O)c([N+](=O)[O-])c1 | -26 | -4 | nt | 77 | 50* | 76 | ? | -5 | 15
CN1C(=O)/C(=C/c2ccc(OCc3cccc(F)c3)cc2)NC1=S | 2 | 2 | -1 | 107 | -1 | 105 | 26 | -3 | 11
COc1ccc(OC)c(C2C(C(=O)Nc3ccc(F)cc3)=C(C)Nc3nc(CCCO)nn32)c1 (stereo unspecified) | 5 | 0 | 4 | 97 | 5 | 101 | -2 | 6 | 26
COc1ccccc1N1CCN(C(=O)Nc2cccc(C)c2)CC1 | -6 | 2 | 8 | 98 | 3 | 98 | 22 | 4 | 20
CCOC(=O)c1cc(OC(=O)c2ccccc2)n(-c2ccccc2)n1 | 8 | 2 | -5 | 104 | 5 | 102 | 15 | -10 | 1
CCC1=C(OC(=O)c2ccccc2)C(C)(C)C(c2ccccc2)OC1=O (stereo unspecified) | 8 | 0 | 1 | 106 | 1 | 107 | -13 | -18 | -2
CN1CCC(N(C)CC(=O)Nc2ccc3c(c2)OC(F)(F)O3)CC1 | -12 | 0 | 0 | 95 | -5 | 91 | 3 | 16 | 16
CCOC(=O)CCCCC(=O)c1[nH]c(=O)[nH]c1Cn1ccnc1 | 0 | 2 | 2 | 100 | -13 | 99 | 7 | -12 | 1
O=C(Cc1cccs1)N/N=C/c1ccccn1 | -7 | 7 | -12 | 100 | 9 | 95 | 0 | -8 | 2
Cc1ccc(-n2nnnc2SCC(=O)N2CCc3ccccc3C2)c(C)c1 | 5 | -1 | -3 | 97 | 3 | 97 | 1 | -7 | 1
CC12CCC(c3c1nc1ccccc1[n+]3[O-])C2(C)C (stereo unspecified) | -2 | -2 | 5 | 99 | -15 | 101 | 1 | -11 | 8
Cc1ccc([N+](=O)[O-])c(C)[n+]1C | 3 | 3 | 3 | 102 | 0 | 100 | 8 | -3 | 7
COC(=O)c1sccc1NC(=S)N(C)C1CCCCC1 | -4 | 5 | -1 | 96 | 1 | 101 | -3 | 1 | -6
COc1ccc(C(=O)N2CCC(NC(=O)C(Cc3ccccc3OC)NC(C)=O)CC2)cc1 (stereo unspecified) | 6 | 2 | nt | 100 | -6 | 100 | 9 | -3 | 17
O=C(NC(CO)C(O)c1ccc([N+](=O)[O-])cc1)C(Cl)Cl (stereo unspecified) | 3 | 2 | 6 | 61 | -3 | 62 | 4 | -4 | 5
CN(NC(=O)c1ccccc1)c1nc2ccccc2nc1C(F)(F)F | 2 | -2 | 0 | 98 | -1 | 96 | 2 | 4 | 28
COc1ccc(-c2cc(C(=O)Nc3ccc(OC)cc3OC)no2)cc1 | 0 | 3 | 1 | 102 | -11 | 104 | 23 | -6 | 6
Cc1nc2ccccc2nc1N/N=C/c1ccc(O)cc1O | 5 | 7 | 3 | 101 | 32* | 96 | -51 | -35 | -21

Entries of single compounds, looked up by structure. Order of values: MEKK2mut PB1 HTS | IDE cell activ | IDE inh | MEKK2wt PB1 HTS | PfM18AAP inh | MEKK3 PB1 HTS | UBC9 SUMO inh | p-CIP stab down | NALP1 yeast inh
O=C(NC(CO)C(O)c1ccc([N+](=O)[O-])cc1)C(Cl)Cl (stereo unspecified) as listed: 3 | 2 | 6 | 61 | -3 | 62 | 4 | -4 | 5
CN1CCC(N(C)CC(=O)Nc2ccc3c(c2)OC(F)(F)O3)CC1 as listed: -12 | 0 | 0 | 95 | -5 | 91 | 3 | 16 | 16
CN(NC(=O)c1ccccc1)c1nc2ccccc2nc1C(F)(F)F as listed: 2 | -2 | 0 | 98 | -1 | 96 | 2 | 4 | 28
COC(=O)c1c(NC(=O)CC2Nc3cc(C)c(C)cc3NC2=O)sc(C)c1C (stereo unspecified) as listed: 9 | 4 | -1 | 95 | 18 | 100 | 14 | -13 | 10

The list continues:
SMILES | MEKK2mut PB1 HTS | IDE cell activ | IDE inh | MEKK2wt PB1 HTS | PfM18AAP inh | MEKK3 PB1 HTS | UBC9 SUMO inh | p-CIP stab down | NALP1 yeast inh
CCc1ccccc1NC(=O)c1cnc2scc(C)n2c1=O | 6 | 6 | 3 | 104 | 3 | 103 | 10 | -3 | 6
CC1=NN(c2ccc(C)cc2)C(=O)/C1=C/c1ccc(-c2cc([N+](=O)[O-])ccc2O)o1 | -8 | 2 | nt | 86 | 5 | 89 | 24 | -2 | 16
CC(C)(C)NC(=O)C(Cc1ccccc1)NS(=O)(=O)c1ccc2c(c1)CCC(=O)N2 (stereo unspecified) | 2 | 2 | 0 | 101 | -14 | 101 | -8 | -8 | 20
Cc1ccc(C2=NN(C(=O)CN3C(=O)c4ccccc4S3(=O)=O)C(c3ccco3)C2)cc1 (stereo unspecified) | -1 | 0 | -1 | 96 | -1 | 113 | -19 | 2 | -3
CCn1c(=O)n(CC)c2cc(S(=O)(=O)N3CCC(c4ccccc4)CC3)ccc21 | -3 | -1 | 1 | 95 | 10 | 99 | 6 | 2 | 16
Cc1ccc(-c2noc(CCC(=O)NCCN3CCN(Cc4ccccc4)CC3)n2)cc1 | 4 | 1 | 4 | 105 | 2 | 98 | -32 | 6 | 8
COc1ccc(CCNc2nc(C)nc3c2nnn3Cc2ccccc2)cc1 | 1 | 1 | 4 | 102 | -3 | 101 | 12 | 14 | 21
C=CCN1C(=O)CSc2ccc(C(=O)NC(C)c3ccccc3)cc21 (stereo unspecified) | -1 | 2 | 2 | 99 | -1 | 101 | -11 | -2 | 13
COc1ccc(C(=O)NCCNC(=O)c2ccc(C)nc2)cc1 | 4 | 7 | -2 | 102 | 3 | 100 | 16 | 0 | -3
COc1ccc(NC(=O)c2ccco2)cc1NC(=O)c1ccccc1F | -7 | -3 | 1 | 94 | -9 | 97 | 10 | -3 | 11
Cc1ccc(-c2nnn(CC(=O)N(CC3CCCO3)C(C(=O)NC3CCCC3)c3ccc(O)cc3)n2)o1 (stereo unspecified) | -6 | 1 | 2 | 89 | 6 | 96 | 1 | -16 | 5
COc1cc2c(cc1OC)C1=C(C#N)COCN1CC2 | -1 | 1 | 3 | 102 | -5 | 98 | 21 | -7 | -1
COc1ccccc1-c1nc(SCC(=O)NCc2ccco2)c2c(=O)n(C)c(=O)n(C)c2n1 | 0 | -16 | 1 | 102 | 4 | 100 | 16 | 12 | -1
Cc1ccc2nc(NC(=O)C3CCCN(S(=O)(=O)c4cccc5nsnc45)C3)sc2c1 (stereo unspecified) | 3 | -3 | 15 | 103 | -9 | 107 | 15 | -5 | 10
Cc1c(N=C2SCC(=O)N2c2c(C)n(C)n(-c3ccccc3)c2=O)c(=O)n(-c2ccccc2)n1C | -10 | 5 | -2 | 87 | -8 | 79 | -2 | 0 | -2
CN1CCN(c2ccc([N+](=O)[O-])cc2C(=O)c2ccccc2)CC1 | 1 | 3 | -3 | 106 | -4 | 104 | 2 | -17 | 26
CN(C)c1nc(Oc2ccc(C(=O)OCC(=O)Nc3ccccc3)cc2)nc(N(C)C)n1 | -12 | -2 | 13 | 95 | -1 | 92 | -1 | -9 | -6
CC(C)C(=O)Nc1ccc(C(=O)NNC(=O)CCc2ccccc2)cc1 | -1 | 5 | 1 | 98 | 1 | 108 | 9 | -5 | 15
O=C(COc1ncnc2ccccc12)NCCc1ccccc1 | 4 | 2 | 0 | 101 | 4 | 105 | -11 | 4 | -13
CCN(CC)c1ccc(C2C(C(=O)OC(C)C)C(=O)CC(C)(O)C2C(=O)OC(C)C)cc1 (stereo unspecified) | -1 | 0 | -4 | 97 | 6 | 98 | 20 | -6 | -5
COC(=O)c1cc(=O)c2c(C)nc(C(Cl)(Cl)Cl)nc2[nH]1 | -3 | nt | 0 | 93 | 4 | 95 | 26 | 9 | -13
COC(=O)c1cn(C(=O)c2ccc(C)c(C)c2)c2ccccc12 | -2 | 6 | -3 | 95 | -3 | 91 | 21 | -2 | 25
COc1cccc(CC2(CO)CCCN(Cc3cn(C)c4ccccc34)C2)c1 (stereo unspecified) | -4 | 1 | 1 | 100 | 6 | 97 | 11 | -11 | 15
Cc1cc(C)cc(NC(=O)C(C)N2C(=O)c3ccccc3C2=O)c1 (stereo unspecified) | 4 | 2 | 7 | 101 | 3 | 102 | 8 | -6 | -4
COC(=O)c1c(NC(=O)c2cccs2)sc2c1CCCC2 | 12 | 7 | 10 | 101 | -3 | 106 | 28 | -19 | -2
CCC(=O)NNc1nc2c(F)cccc2s1 | -7 | 4 | 3 | 90 | 31* | 93 | 6 | -2 | 0
Cc1ccc(C(=O)Nc2c(C(=O)NCc3ccco3)cnn2-c2ccccc2)cc1 | 0 | 2 | -5 | 94 | 3 | 99 | 4 | -9 | -9
CCc1ccccc1NC(=O)C1CCCN1S(=O)(=O)c1ccc2c(c1)n(C)c(=O)c(=O)n2C (stereo unspecified) | 4 | 7 | -4 | 112 | 2 | 106 | 16 | 0 | -4
COc1cc(/C=C2\CCCc3c2nc2ccccc2c3C(=O)O)cc(OC)c1O | 1 | 4 | 3 | 91 | -24 | 97 | 33 | 0 | -13
CN(Cc1nc(-c2ccncc2)no1)S(=O)(=O)c1ccc(Cl)cc1 | 6 | -4 | -1 | 103 | 5 | 102 | 14 | -1 | 7
CCOc1ccc(-n2c(O)c(/C=N/NC(=O)C3COc4ccccc4O3)c3ccccc3c2=O)cc1 (stereo unspecified) | 13 | 1 | -1 | 104 | 10 | 102 | 10 | -8 | -9
CCN(CCn1cccn1)Cc1c(C(=O)N2C[C@@H](C)O[C@@H](C)C2)nc2ccc(Cl)cn12 | -8 | 2 | 0 | 91 | -5 | 100 | 5 | -16 | 3
COc1ccc(C2C(C(=O)NCc3ccco3)CCC(=O)N2c2ccc(OC)cc2)cc1 (stereo unspecified) | 7 | 8 | 5 | 113 | -5 | 110 | 31 | -8 | 5
CCCC(=O)N(CCN1CCOCC1)c1nc2c(C)cccc2s1 | -4 | -5 | 2 | 98 | -1 | 98 | -1 | -1 | 36
CCCNC(=O)NC(C(=O)OC)C12CC3CC(CC(C3)C1)C2 (stereo unspecified) | -9 | 4 | -3 | 89 | 0 | 84 | 10 | 4 | 14
CC(=O)Nc1ccc(NC(=O)C2CC(=O)Nc3ncnn32)cc1 (stereo unspecified) | 1 | 7 | 0 | 101 | 4 | 104 | 18 | -7 | nt
Cc1cccc(CSCCNC(=O)COc2ccc(Cl)cc2)c1 | 4 | 2 | -1 | 108 | -15 | 106 | -18 | -7 | 24
CCOC(=O)c1nn(-c2ccccc2C)c(=O)c(C#N)c1C | 0 | 6 | 1 | 96 | 1 | 96 | 8 | -3 | 3
O=C(CN1C(=O)NC2(CCCC2)C1=O)Nc1nc(-c2ccc(F)cc2)cs1 | -3 | 0 | -2 | 99 | -3 | 95 | 6 | -21 | -19
